Screening results (PubChem)
GAA glycogen: GAA glycogen-cleavage inhibition or activation. P10253. recombinant GAA, glycogen substrate, Amplex Red glucose oxidase fluorescence. Potency, µM (top dose mostly 76.4 µM), for the others: top-dose activity change, negative = inhibition, usual class: inhibitors. 0.38% of 300,000 active. AID 2100;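 note: 0% = full enzyme reaction and -100% = no-enzyme basal signal; the screen sought inhibitors and activators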
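Recombinant human alpha-glucosidase (4 nM final) hydrolysed bovine liver glycogen (30 ug) for 40 min at 37 C in pH 5.0 citrate/phosphate with 0.01% Tween-20. Released glucose detected by glucose oxidase/Amplex Red, Ex 573/Em 610 nm. Compounds up to 77 uM; AC50 from Hill fits.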
GAA inh: blocks human lysosomal alpha-glucosidase; AID 1466; 0.005% of 200,000 active; purified human GAA, 4-MU-alpha-glucoside fluorescence; Potency, µM (series often up to 76.9 µM), without a hit: top-dose activity change, negative = inhibition, hits mostly inhibitors;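 note: plate controls were uninhibited enzyme wells for no effect and no-enzyme background for full effect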
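Endpoint fluorogenic read: 20 min room-temperature reaction of 4 nM human alpha-glucosidase with 400 uM 4-methylumbelliferyl-alpha-D-pyranoside, pH 5.0, quenched with 1M NaOH/1M glycine pH 10. AC50 from Hill modeling.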
HttQ103 aggreg: mutant huntingtin aggregation inhibition; PC12 HttQ103-GFP aggregates, Acumen cytometry, 40 h; 1.1% of 220,000 active; Potency, µM (highest dose often 46.1 µM), for inactives: at the top dose activity change, negative = inhibition, actives largely listed as inhibitors; note: % is set by controls: 0 for no effect and ±100 for the full control effect; nearly all actives have a fitted effect of over 60% in size
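Steps: seed 1500 PC12 HTTQ103-GFP cells/well; add tebufenozide, 100 nM final; add compound titration; add ATPLite reagent; quantify GFP aggregates by laser scanning cytometry.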
HTT ATP protect: cytoprotection in Huntington HTT-Q103 PC12 cell model; 0.14% of 230,000 active; Potency, µM (highest dose often 56.4 µM), for inactives: cytoprotection (ATP increase), actives largely listed as activators; AID 1471; PC12 HTT-Q103 induced, cytoprotection, ATP luminescence, 40 h;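 note: % of control where 0% means no effect; nearly all actives have a fitted effect of over 45% in size; toxic huntingtin expression switched on by the ecdysone agonist tebufenozide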
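Rat PC12, Q103 Htt exon1-GFP fusion, ecdysone promoter; tebufenozide inducer 100 nM final; compound titration; qHTS, 1500 cells/well; ATPlite luminescent read.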
GoLoco inh red: blocks human Gai1 binding to RGS12 GoLoco peptide, red readout. P63096. Potency, µM (doses to about 61.6 µM), for inactives: at the highest dose activity, negative = inhibition, usual class: inhibitors. Gai1:RGS12 GoLoco peptide FP, rhodamine, 10 min. 0.44% of 230,000 active. AID 880; active = well fitted inhibition curve with a large enough effect, not every such curve was filed as active; inactive = no such curve, though single readings can be large or run the other way; note: % is set by controls: 0 for no effect and ±100 for the full control effect; nearly all actives have a fitted effect of over 30% in size; many of its hits are not listed in these tables
Target sequence (P63096 whole entry, looked up): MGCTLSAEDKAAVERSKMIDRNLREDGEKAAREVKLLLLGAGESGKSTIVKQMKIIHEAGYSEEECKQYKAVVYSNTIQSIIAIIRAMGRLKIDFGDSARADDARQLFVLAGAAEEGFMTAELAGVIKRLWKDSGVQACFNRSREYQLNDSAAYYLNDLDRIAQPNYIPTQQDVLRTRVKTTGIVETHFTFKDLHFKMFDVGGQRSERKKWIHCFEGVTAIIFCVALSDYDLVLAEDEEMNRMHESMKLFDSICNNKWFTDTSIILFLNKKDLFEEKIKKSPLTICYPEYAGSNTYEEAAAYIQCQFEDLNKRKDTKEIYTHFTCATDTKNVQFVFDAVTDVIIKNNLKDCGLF
IMPase Li inh: membrane-permeable IMPase blocker, potentiated with lithium; CHO-M1 cells, IP1 TR-FRET (IP-One), carbachol + lithium; Potency, µM (highest dose often 59.4 µM), for inactives: at the highest dose activity, negative = IMPase inhibition, usual class: inhibitors; 0.35% of 210,000 active;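 note: IP1 builds up when IMPase is blocked and the TR-FRET signal falls; plate controls were basal vehicle for no effect and high inhibitor control for full effect; nearly all actives have a fitted effect of over 50% in size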
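CHO cells stably expressing M1 receptor (2000/well) were cultured 16–30 h, then exposed to compounds with a small lithium addition for 30 min at 37C. IP1 was measured by TR-FRET competition; AC50 from Hill fits.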
aGlu spleen mod: lysosomal alpha-glucosidase (human) modulation | AID 2112 | 0.006% of 240,000 active | P10253 | Potency, µM (titrated, usually from 79.9 µM), without a hit: at the highest dose activity change, negative = inhibition, usual class: inhibitors | human spleen homogenate, 4-MU-alpha-glucoside fluorescence;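 note: 0% = enzyme with vehicle and -100% = no enzyme basal signal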
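Enzyme source: human spleen homogenate, 1 ug/well. Buffer 50 mM citric acid/K phosphate pH 5.0, 0.01% Tween-20. 4-MU-alpha-glucoside 1 mM; 37 C x 40 min; NaOH/glycine stop; fluorescence.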
Numbers without * were called inactive; ? = inconclusive; · = no result given; & = joins results of further samples; [ ] = another dose, or the depositor's remark. Unless noted, calls come from the whole dose curve; as a rule, active = well fitted curve in the direction sought with a large enough effect; inconclusive = small, poorly fitted or top-dose-only effect, or another doubt; inactive = no such curve, though single readings can be large; an effect the other way counts as inactive or inconclusive. Potency is the fitted concentration of half-maximal effect.

Below each compound: HttQ103 aggreg | aGlu spleen mod | IMPase Li inh | GAA inh | HTT ATP protect | GAA glycogen | GoLoco inh red
Cc1ccc(-n2c(C(C)C)nc3oc4ccccc4c(=O)c3c2=O)cc1
 : -17.7%[9.22 µM] | -0.4% | · | · | -33.0%[10 µM] | 5.5% | -6.0%
COc1ccc(S(=O)(=O)NN(C)c2nc(C(F)(F)F)nc3ccccc23)cc1
 : -32.8% | -0.8% | 9.0% | -5.3% | -43.4%[inhibitor] | 0.6% | 5.8%
Cc1snc(SCC(=O)N/N=C(\N)COc2ccc(F)cc2)c1C#N
 : 3.2% | 5.4% | -12.8%[38.3 µM] | -2.6% | 12.2% | 7.7% | 25.2%
COCCN(CC(=O)NC1CCCCC1)C(=O)c1csnn1
 : 4.7% | -4.2% | -8.6%[38.3 µM] | -11.9% | 12.3% | 3.1% | 5.2%
CCOc1ccc2nc(N3CCCC(C(=O)NCCCN4CCOCC4)C3)sc2c1 (centres undefined)
 : -15.2% | -4.3% | 20.2%[38.3 µM] | 0.5% | -12.9%[10 µM] | 2.3% | -5.3%
COC(=O)Cc1cc(=O)[nH]c(/N=C(\N)Nc2ccccc2)n1
 : 25.4% | -13.1% | -0.2%[38.3 µM] | -18.9% | -3.7% | 3.6% | 4.0%
Cc1ccc(N=Cc2c(C)[nH]n(-c3nc4ccccc4[nH]3)c2=O)cc1
 : 3.3% | -2.6% | -7.9% | -0.2% | · | 4.8% | 84.2%[activator]
COc1ccc(-c2cc(-c3ccco3)[nH]c(=O)c2C#N)cc1OC
 : -7.6%[9.22 µM] | 25.2% | · | ? | 18.1%[10 µM] | 2.3% | -1.0%
CCOC(=O)C1=C(CC)OC(N)=C(C#N)C1c1ccc(F)cc1F (centres undefined)
 : · | -13.0% | 10.7% | ? | · | -18.9% | -2.5%
Cc1ccccc1-n1nnnc1SCCCC(=O)c1ccc(F)cc1
 : -17.2% | -4.7% | 4.0% | -3.5% | 1.8%[10 µM] | 11.2% | 11.6%
CCc1ccc(OCC(=O)NNC(=O)c2cc3ccccc3o2)cc1
 : 8.3%[9.22 µM] | -8.6% | -3.3% | -0.2% | 12.9%[10 µM] | -8.3% | 72.8%[activator]
S=C(NC1CCCCC1)N1CCCCC1
 : -20.6%[9.22 µM] | -5.8% | · | · | 10.7%[10 µM] | 8.5% | 10.9%
Cc1c(O)c(=O)n(-c2ccccc2)n1C
 : · | 1.0%[29.1 µM] | 7.5% | · | -31.3%[inhibitor][17.1 µM] | · | -0.1%[21.6 µM]
CSc1ccc(S(=O)(=O)Nc2c(C)cccc2C)cc1
 : 10.8% | -17.3% | 16.2%[38.3 µM] | -1.4% | -9.0% | -4.7% | -13.4%
O=C(O)c1cc(N/N=C/c2ccc(OCc3ccccc3)cc2)ccc1Cl
 : 31.3% | -4.8% | 20.5% | 1.6% | -1.6%[10 µM] | ? | -3.6%
COC(=O)/C(C#N)=C/c1c[nH]c2ccccc12
 : 7.7% | -10.4% | -6.8% | 4.7% | -5.4% | -2.3% | 3.5%
Cc1ccc(NC(=O)CN2CCN(c3ccccn3)CC2)c(Cl)c1
 : -0.3% | -10.8% | -8.0%[38.3 µM] | -1.0% | -11.2% | 6.9% | 6.2%
O=C(Nn1cnnc1)c1ccc([N+](=O)[O-])cc1
 : 12.6%[9.22 µM] | 0.6% | 4.7% | 4.9% | -17.1%[10 µM] | -8.2% | -6.7%
CC1=C(C(=O)OC(C)C)C(c2cccnc2)n2ncnc2N1 (centres undefined)
 : 12.6% | 6.4% | 1.8%[38.3 µM] | -13.0% | 2.5% | 5.3% | -2.0%
CN(C)CCCN1c2ccccc2CCc2ccc(Cl)cc21
 : -8.0%&-12.3% | -2.4% | 29.3%&16.3%&32.5%&34.9%&13.0% | -15.3%[15.4 µM] | -1.4% | -2.5% | -10.9%
CCn1c(SCC(=O)Nc2cc(C)on2)nnc1-c1ccncc1
 : -7.6% | 0.5% | 1.4%[38.3 µM] | 0.0% | -1.4% | 1.4% | 5.5%
Cc1cc(OC(C)C(=O)N/N=C/CC(C)c2ccccc2)ccc1Cl (centres undefined)
 : -7.0% | -2.5% | 32.8%[38.3 µM] | -1.6% | 13.4% | -4.6% | -1.4%
S=c1[nH]nc(-c2ccc(Br)cc2)n1-c1ccc2c(c1)OCCO2
 : 7.7%[9.22 µM] | -4.6% | · | · | 6.6%[10 µM] | -20.8% | -4.0%
O=C(CN1C(=O)COc2ccccc21)NCc1ccc(C(=O)O)cc1
 : 2.4% | 3.0% | -5.9%[38.3 µM] | -8.8% | -0.1% | 9.1% | 6.7%
COc1ccc(-c2nn3c(-c4ccccn4)nnc3s2)cc1OC
 : 14.3% | 1.9% | 4.7% | -2.5% | 25.9%[10 µM] | 8.1% | 6.2%
Cc1cccc(N(C(=O)CNC(=O)c2cccs2)C(C(=O)NC2CCCC2)c2cccnc2)c1 (centres undefined)
 : -8.2% | -10.1% | -8.2%[38.3 µM] | -0.8% | -71.5%[inhibitor] | 3.2% | 10.0%
COc1ccc2c(c1)c(C(=O)OCCN(C)C)c(C)n2C
 : -11.8% | 4.7% | 9.8%[38.3 µM] | -7.6% | -8.8% | · | 9.4%
CCC(=O)c1cc(F)c(N2CCN(S(=O)(=O)c3ccc(C)cc3)CC2)cc1C
 : ? | 7.7% | 14.6%[38.3 µM] | -6.3% | 14.2% | -1.7% | 8.2%
CN(C)/C=N/N(C)c1ncccc1[N+](=O)[O-]
 : 10.5%[9.22 µM] | -1.2% | · | · | 10.4%[10 µM] | 7.1% | -1.3%
CC(C)(CNC(=O)c1ccc(S(=O)(=O)N2CCCC2)cc1)N1CCOCC1
 : -2.9% | -1.4% | 7.4% | -0.1% | -12.8% | -0.2% | 3.6%

Three of the entries above in order of their number in aGlu spleen mod, high to low.
mol	aGlu spleen mod
Cc1cc(OC(C)C(=O)N/N=C/CC(C)c2ccccc2)ccc1Cl (centres undefined)	-2.5%
Cc1cccc(N(C(=O)CNC(=O)c2cccs2)C(C(=O)NC2CCCC2)c2cccnc2)c1 (centres undefined)	-10.1%
CSc1ccc(S(=O)(=O)Nc2c(C)cccc2C)cc1	-17.3%

Next compounds follow.
Below each compound: HttQ103 aggreg | aGlu spleen mod | IMPase Li inh | GAA inh | HTT ATP protect | GAA glycogen | GoLoco inh red
O=C(Nc1ccccc1-c1ccccc1)C(=O)Nc1ccccc1-c1ccccc1
 : 11.2%[9.22 µM] | 2.0% | · | · | 23.0%[10 µM] | 0.4% | 0.9%
CC(=O)c1cccc(NC(=O)C2CCN(S(=O)(=O)c3ccccc3)CC2)c1
 : -26.3% | 4.9% | 20.4%[38.3 µM] | -11.8% | -2.5% | 10.1%[76.3 µM] | 0.3%
COc1ccc(C(=O)Nc2c(Cl)cc(Cl)cc2C(=O)NCCN2CCOCC2)cc1
 : 2.0% | 1.2% | 7.1% | 3.9% | -5.4%[10 µM] | 2.1% | 5.4%
CC(=O)Nc1ccc(OCC(=O)NCc2ccccc2)cc1
 : -6.4% | -6.7% | -5.4% | -4.8% | -13.8% | 5.6% | -9.0%
COCCCNC(=O)Nc1ccc(Br)cc1Cl
 : -19.7% | -0.8% | 20.7%[38.3 µM] | -11.7% | -22.1%[0.074 µM] | 4.9% | -11.6%
CCOC(=O)c1nc(C)n(-c2cc(Cl)ccc2Cl)n1
 : 23.0% | 1.3% | -15.2%[38.3 µM] | -6.0% | -13.5% | 2.8% | -4.1%
CC1CCCN(c2nc3c(c(=O)n(C)c(=O)n3C)n2Cc2ccccc2)C1 (centres undefined)
 : -0.7% | -13.9% | 16.2%[38.3 µM] | -4.4% | -8.7% | -1.0% | 6.4%
CCc1ccccc1NC1=NCC(=O)N1Cc1ccc(OC)cc1
 : -5.4% | -1.5% | · | 4.7% | -3.5% | 1.3% | ·
COC(=O)C1=C(NC(=O)CCCCl)CCS1
 : -9.5% | 3.2% | -4.2% | 5.6% | 0.2%[10 µM] | 4.4% | 6.9%
CC(=O)C(C)Oc1cc(C)cc2oc(=O)c(C)c(C)c12 (centres undefined)
 : 1.2%[9.22 µM] | 0.3% | 7.8%[38.3 µM] | -5.2% | -23.9% | -12.1% | 7.4%
CCOc1ccc(-c2cn[nH]c2N)cc1
 : 6.7%[9.22 µM] | -8.5% | -4.2%[38.3 µM] | -3.6% | -29.0% | -6.9% | 4.1%
O=C(Cn1nc(Cc2cccnc2)c2ccccc2c1=O)Nc1ccccc1F
 : 22.2%[9.22 µM] | -4.4% | · | · | 7.7%[10 µM] | 4.4% | 0.0%
CC(C)C1N=C2c3ccccc3N=C(SCC#N)N2C1=O (centres undefined)
 : 20.5% | -2.6% | -16.1%[38.3 µM] | ? | -4.1% | 8.9% | -1.5%
COc1ccc(OC)c(C2NC(=O)NC(C)=C2C(=O)Nc2ccc(C)cc2)c1 (centres undefined)
 : 19.2% | 2.8% | -1.1%[38.3 µM] | 0.4% | 2.6% | 3.0% | 7.7%
O=C(Nc1ccc(F)cc1F)c1cc2nc3c(c(C(F)(F)F)n2n1)CCCC3
 : 19.0% | 6.5% | 0.5% | 4.0% | 22.8%[10 µM] | -2.9% | 6.1%
O=C(NCCc1ccccc1)c1ccccc1NC(=O)C1CCCCC1C(=O)O (centres undefined)
 : -22.6%[9.22 µM] | 5.6% | 1.0% | 4.0% | -15.5%[10 µM] | -7.9% | 1.9%
COc1cc(C)c(S(=O)(=O)N2CCN(C)CC2)cc1C
 : -9.6% | 6.2% | 7.5%[38.3 µM] | 0.7% | -10.4%[0.074 µM] | 2.5% | 7.1%
Cn1c(=O)c2c(ncn2CC(=O)Nc2nc(-c3ccc(F)c(F)c3)cs2)n(C)c1=O
 : -10.2%[9.22 µM] | 0.6% | · | · | 3.8%[10 µM] | 2.3% | 64.8%[activator]
O=C(NN1C(=O)/C(=C\c2ccc(O)c([N+](=O)[O-])c2)SC1=S)c1ccccc1Cl
 : 10.7%[9.22 µM] | 0.8% | · | 1.4%[15.4 µM] | 0.2%[10 µM] | -0.6% | 190.2%[activator]
CCC(C)(C)NC(=O)C(c1ccc(OC)cc1)N(CCOC)C(=O)CCC(=O)Nc1nccs1 (centres undefined)
 : 2.4%[9.22 µM] | -0.1% | -5.4% | 2.7% | -18.2%[10 µM] | -3.3% | -1.1%
COc1ccc(CN(C(=O)/C=C/C(=O)c2ccc(OC)cc2O)C(C(=O)NC2CCCCC2)c2ccncc2)cc1 (centres undefined)
 : 13.5% | -8.0% | 13.0% | -2.7% | -11.9%[10 µM] | 7.2% | 1.1%
CN(C)CC(C)(C)CN1c2ccccc2Sc2ccccc21
 : · | · | 30.2%[activator] | · | -7.6%[10 µM] | · | -7.2%[14.2 µM]
CSc1nsc(/C=C/Nc2ccc(F)cc2)c1C#N
 : 0.6% | 9.7% | 14.0% | -2.0% | -5.7% | 1.4% | 29.4%

These rows are one share of the data. The share of hits here may be higher or lower than overall.
